# TRPML3 agonist: human TRPML3 channel agonists, primary screen, cell-based, HEK293 TRPML3-YFP, Fluo-8 calcium fluorescence, 3 µM. Mucolipin-3 (Homo sapiens), Q8TDD5. 100% = the carbachol control signal. activation, % at 3 µM. actives 0.29% (n = 220,000). AID 1448, 2008;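 active = activation above its plate's cutoff, the mean activation of the plate's test wells plus 3 SD, cut at about 12% in these data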;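 also: 0% = DMSO only wells and 100% = carbachol wells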
# Target sequence (Q8TDD5 whole entry, looked up): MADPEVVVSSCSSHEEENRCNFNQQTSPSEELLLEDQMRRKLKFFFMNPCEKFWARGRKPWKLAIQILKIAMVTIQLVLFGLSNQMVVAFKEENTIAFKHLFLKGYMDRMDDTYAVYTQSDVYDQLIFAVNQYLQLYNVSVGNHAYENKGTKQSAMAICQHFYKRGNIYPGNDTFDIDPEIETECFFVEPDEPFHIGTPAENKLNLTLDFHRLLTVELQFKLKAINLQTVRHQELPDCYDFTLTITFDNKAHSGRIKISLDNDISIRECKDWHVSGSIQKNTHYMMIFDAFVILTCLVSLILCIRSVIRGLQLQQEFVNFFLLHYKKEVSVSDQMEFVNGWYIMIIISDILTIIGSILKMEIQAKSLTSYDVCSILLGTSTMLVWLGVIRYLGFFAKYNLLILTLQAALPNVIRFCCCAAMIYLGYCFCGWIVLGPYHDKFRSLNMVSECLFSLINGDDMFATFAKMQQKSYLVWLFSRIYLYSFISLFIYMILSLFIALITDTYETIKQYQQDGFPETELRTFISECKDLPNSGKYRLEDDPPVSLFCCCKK
#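 Material: HEK293 cells stably carrying human TRPML3-YFP; compound dosing: single dose, 3 µM final nominal compound, 0.3% DMSO final; incubation: 1-h 37 °C dye load, 5-s basal, 120-s post-compound reads; technique: Fluo-8 intracellular calcium fluorescence, excitation 470-495 nm, emission 515-575 nm; read-out basis: percent activation from peak-to-basal fluorescence ratio, scaled between DMSO and carbachol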
# PPC-1+TRAIL kill: compounds killing PPC-1 cancer cells with TRAIL present, primary screen, TRAIL potentiator project, ATPLite luminescence, uHTS; cell killing (% activity), % at 4 µM; PPC-1 cells + TRAIL, ATPLite viability luminescence; actives 0.41% (n = 220,000); AID 1443, 2008;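 active = cell killing above 50% in the first pass at 4 µM, then a duplicate retest at 5 µM averaging 50% or more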;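 also: plate controls were cells with TRAIL plus DMSO for no effect and medium-only wells lacking cells for full effect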
# PGE2 EP2 inh: human EP2 receptor antagonists, primary screen, TR-FRET cAMP, C6 glioma cells; C6 glioma cells expressing human EP2; cells stimulated with saturating PGE2; inhibition, % at 25 µM; actives 0.52% (n = 260,000);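 active = percent inhibition above 40 after rounding to a whole number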;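 also: rat C6 glioma host cells with rolipram phosphodiesterase inhibitor present; the protocol text gives 20 µM as final concentration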
# Target sequence (P43116 whole entry, looked up): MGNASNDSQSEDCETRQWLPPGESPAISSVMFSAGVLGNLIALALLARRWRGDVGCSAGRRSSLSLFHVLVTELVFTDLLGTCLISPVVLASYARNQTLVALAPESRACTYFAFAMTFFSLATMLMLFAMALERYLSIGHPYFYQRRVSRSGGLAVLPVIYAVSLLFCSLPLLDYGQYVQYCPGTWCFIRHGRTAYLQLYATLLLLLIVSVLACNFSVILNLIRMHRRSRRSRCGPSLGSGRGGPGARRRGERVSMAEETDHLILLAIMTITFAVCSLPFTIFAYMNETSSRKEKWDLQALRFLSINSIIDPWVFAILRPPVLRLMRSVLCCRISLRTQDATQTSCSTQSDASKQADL
# 14-3-3 Bad PPI: inhibitors of 14-3-3 zeta/Bad binding, primary screen, biochemical, TR-FRET, bovine 14-3-3 zeta; inhibition, % at 21.7 µM; actives 0.71% (n = 220,000); TR-FRET 14-3-3zeta/Dy647-pBad peptide displacement, 1 h; AID 781, 2007; 14-3-3 protein zeta/delta (Bos taurus), P63103;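 active = inhibition above about 70%, limit read from the data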;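 also: 0% = full 14-3-3 plus peptide FRET controls and 100% = background without 14-3-3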
# TRPN1 ag: zebrafish TRPN1 channel agonists, primary screen, cell-based, HEK293, calcium fluorescence; transient receptor potential cation channel N1 (TRPN1/NompC), Danio rerio; HEK293 zebrafish TRPN1-YFP, Fluo-8 calcium fluorescence; 100% = response to 87 µM carbachol; activation, % at 3 µM; actives 0.18% (n = 220,000); AID 1424, 2008;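 active = activation above its plate's cutoff, the mean activation of test wells on that plate plus 3 SD, cut at about 19% in these data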;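 also: 0% = DMSO alone and 100% = 87 µM carbachol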
#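 Material: zebrafish TRPN1-YFP in HEK293 cells; Doses: single test compound dose, 3 µM nominal, 0.3% DMSO; Timing: dye loading 1 h at 37 °C, then 30 min room temperature; Technique: intracellular calcium fluorescence with Fluo-8; Benchmarks: high carbachol 87 µM, low DMSO alone.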
# CHOP inh: inhibitors of CHOP promoter induction, primary screen, cell-based, unfolded protein response, luciferase reporter | CHO-K1 CHOP-promoter luciferase, tunicamycin-induced, 15-18 h | inhibition, % at 10 µM | AID 2732, 2010 | actives 3.8% (n = 220,000);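 active = compounds that reduced the stress-induced luciferase reporter signal by more than about 70% of percent inhibition, limit read from the data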;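 also: 0% = tunicamycin plus vehicle and 100% = wells without tunicamycin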
# NPY-Y1 antag: NPY-Y1 receptor antagonists, primary screen, cell-based | HEK293-CNG Y1 cells, membrane potential fluorescence; NPY at EC95, then isoproterenol | AID 1040, 2008 | inhibition, % at 3.6 µM | actives 1% (n = 200,000) | Neuropeptide Y receptor type 1 (Homo sapiens), P25929;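 active = inhibition above the campaign mean inhibition of all tested compounds plus 3 SD, cut at about 20% in these data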;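 also: 0% = DMSO wells given NPY plus isoproterenol and 100% = isoproterenol alone without NPY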
#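 material = HEK293 cells with Y1 receptor plus CNG channel | also added = NPY 25 nM then isoproterenol 1 µM plus Ro 20-1724 25 µM | schedule = dye 3 h, compound 60 min room temperature, stimulation 45 min | measured by = membrane potential fluorescence | benchmarks = high control isoproterenol alone, low control NPY with isoproterenol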
# EP2 modulator: EP2 receptor modulators, cAMP readout, primary screen, cell-based, HTRF cAMP, PGE2 stimulation; actives 0.83% (n = 260,000); EP2-expressing cells, cAMP HTRF FRET, PGE2 co-stimulation; induction, % at 25 µM;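 active = compounds whose cAMP rise, as percent of the full-agonist control response, exceeds 60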;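 also: rat C6 glioma line stably carrying human EP2 under a CMV promoter; the protocol text gives 20 µM as final concentration; 100% = response of wells given 1 µM PGE2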
# NPY1 pot ag: NPY-Y1 receptor potentiators or agonists, primary screen, cell-based; Neuropeptide Y receptor type 1 (Homo sapiens), P25929; NPY-Y1 expressing cells, potentiator/agonist activation; activation, % at 3.6 µM; actives 0.37% (n = 220,000); AID 1304, 2008; in the data active = activation above about 33%, passing the limit was not always enough;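 also: cells stimulated with NPY at EC10 then isoproterenol at EC100; 0% = low agonist plus stimulus and 100% = saturating agonist plus stimulus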
# * hit, by the source's call; / = no result given; & = joins results of further samples; [ ] = another dose, or the depositor's remark. Some of the compounds tested (hit frequency here may not be typical).
# Each structure is followed by: NPY1 pot ag	TRPN1 ag	PPC-1+TRAIL kill	NPY-Y1 antag	CHOP inh	14-3-3 Bad PPI	TRPML3 agonist	EP2 modulator	PGE2 EP2 inh
- Cc1noc(C)c1C(=O)OCC(=O)Nc1cc(S(=O)(=O)N2CCOCC2)ccc1Cl
  -8	1.0	12	3	11	2	1.8	-19	3
- CC(C)C12CN3CC(C(C)C)(CN(C1)C3c1ccc3c(c1)OCO3)C2=O (configuration not stated)
  -9	-0.3	27	9	-4	-6	0.3	19	16
- C/C(CC(=O)Nc1ccc(Cl)cc1)=N\NC(=O)C(=O)NCCO
  6	0.0	4	-5	19	-3	-0.1	-4	6
- COC(CNC(=O)c1ccc(-n2c(=S)[nH]c3ccccc3c2=O)cc1)OC
  17	1.5	-8	-5	19	-9	0.4	34	5
- CCC(C(=O)OCC(=O)Nc1ccccc1-c1ccccc1)c1ccccc1 (configuration not stated)
  -3	1.8	11	5	6	-11[fluorescence artefact?]	-0.1	59	3
- O=C(Nc1ccccc1N1CCN(c2ccccc2)CC1)c1cccc(F)c1
  -69	-1.2	-8	44*	44	-10[fluorescence artefact?]	0.8	48	4
- CCN1CCc2c(sc(NC(=O)CN3C(=O)c4ccccc4C3=O)c2C(N)=O)C1
  19	1.4	-10	2	22	-1	0.4	10	1
- C/C(O)=C(\N=Nc1cc(C)ccc1O)C(N)=O
  20	2.2	-1	-2	33	-17	1.2	-30	11
- COC(OC)c1ccc(C#N)c(=O)[nH]1
  -23	1.6	-2	-2	-2	5	-0.5	17	0
- CCOc1ccc(S(=O)(=O)N(CC(=O)NCC(F)(F)F)Cc2ccco2)cc1
  -10	-0.4	18	-3	-21	14	-0.5	-50	9
- NS(=O)(=O)c1ccc(CNC(=O)/C=C/c2cccc(Cl)c2)cc1
  19	-0.8	28	6	-1	-3[fluorescence artefact?]	-0.2	-35	0
- Cc1ccc(C(=O)COc2ncnc3cc(Cl)ccc23)cc1
  -24	-0.4	18	/	1	-4	1.0	-14	11
- Cc1ccc(N(CCC(=O)O)S(=O)(=O)c2ccc(C)cc2)cc1
  14	-0.2	13	7	-49	0[fluorescence artefact?]	0.6	24	13
- N#C/C(=C1/CCCCCN1)c1nnc2n1CCCCC2
  -15	-0.9	24	-3	-1	1	-0.5	29	6
- CCCS(=O)(=O)c1c(S(=O)(=O)CCC)c2c(C)cccn2c1C(=O)OC
  -1	-1.2	-2	2	-17	-5	0.0	7	23
- Cc1nc2ccccc2n1CC(=O)OCC(=O)NCc1ccccc1
  2	-0.8	0	-2	-14	-6	0.5	1	5
- COc1ccc(CN(C)C(C)C(=O)NC2CCCc3ccccc32)cc1 (configuration not stated)
  1	-3.2	6	8	19	3	-1.8	-47	6
- COc1ccccc1OCc1ccc(C(=O)Nc2ccncc2)o1
  11	3.2	9	-4	24	1	2.8	9	-2
- COC(=O)CCCC1=CC2=C(c3ccccc3)C(=O)C(C)(OC(=O)C3CCCC3)C(=O)C2=CN1CCc1c[nH]c2ccccc12 (configuration not stated)
  /	/	8	/	-37	5	/	-20	21
- COc1cc(SC)ccc1C(=O)Nc1ccc(Cl)cn1
  -15	0.9	87*[5 µM]	1	86*	-8	0.8	-20	0
- C#CCOCCOCCOCCNc1nc(N2CCOCC2)nc(N2CCN(C(=O)[C@H](CCC(=O)O)n3cc(C(N)[C@H](C)CC)nn3)CC2)n1 (some centres not stated)
  -11	1.5	6	-1	11	5	0.4	19	10
- CCC(=NCc1ccc(Cl)c(Cl)c1)c1nc(-c2ccco2)oc1O
  -38	-0.4	12	3	-4	-6	0.6	-58	20
- O=C1COc2ccc(C(=O)/C=C/c3ccccc3)cc2N1
  -10	0.9	29	2	-167	0	3.2	-6	13
- CC(OC(=O)c1cc(=O)[nH]c2ccccc12)C(=O)c1ccccc1 (configuration not stated)
  -5	-0.9	7	-2	53	4	-1.1	-10&-36	15&7
- CCOC(=O)C1(Cc2ccc(OC)cc2)CCN(C(=O)c2ccoc2C)CC1
  -8	-0.6	8	2	13	-5	0.0	8	0
- COc1cc(Cl)c(C)cc1NC(=O)CSC
  -13	-1.3	22	3	35	-2	-1.2	6	2
- Cc1ccc(Cn2ncc3c(N4CCN(C)CC4)ncnc32)cc1
  12	3.0	22	-3	16	-2	2.1	-10	0
- Cc1cc(C)c2cc(CN(CCO)C(=O)Nc3ccc(Cl)cc3)c(=O)[nH]c2c1
  3	-1.6	29	-3	66	11	0.5	-18	14
- CC(C)c1nnc(NC(=O)CSc2nc3ccccc3[nH]2)s1
  -31	0.7	-8	4	16	-18	0.0	-10	1
- Cc1cc(C)n(CCNC(=O)CC2C(=O)NCCN2CC2CCCCC2)n1 (configuration not stated)
  21	-0.8	/	0	0	-1	0.5	20	10
- O=S(=O)(Cc1ccccc1)N1CCCC1
  5	0.0	-12	0	12	-6	0.9	6	3
- CCOC(=O)CSc1nnc(CNC(=O)c2cc(OC)c(OC)c(OC)c2)n1C
  10	1.0	2	8	-36	15[fluorescence artefact?]	-0.1	-11	8
- COC1CCCCC1Nc1cc(C)cc(C)c1 (configuration not stated)
  -17	-1.3	3	8	20	37	0.2	3	12
- C=CCOc1c(CNc2ccc(S(N)(=O)=O)cc2)cccc1OC
  -11	0.8	6	-3	19	-6	0.2	15	13
- Cc1ccc(C(=O)N/C(=C/c2cccs2)C(=O)N2CCCCCC2)cc1
  -17	1.0	11	3	1	3	0.8	9	5
- CC1CC(=O)Nc2ccccc2N1S(=O)(=O)c1cccc(F)c1 (configuration not stated)
  16	1.5	16	/	1	-3	1.1	-6	2
- COC(=O)c1cc(-c2c(C)oc3cc(O)ccc3c2=O)c(C)o1
  12	0.7	10	0	31	7	1.3	18	1
- O=C(NCC(c1cccnc1)N1CCN(c2ccc(F)cc2)CC1)c1ccc(F)cc1 (configuration not stated)
  1	0.5	17	8	40	-9	0.3	7	-6
- O=C(NCc1ccccc1)c1ncn[nH]1
  -2	1.3	-7	/	-5	0	-0.2	19&33	8&5
- O=C(CN1CCOCC1)Nc1c2c(nc3c1CCC3)CCC2
  8	0.5	24	-2	-44	-3	0.6	-3	7

# Single records (already shown). Order of values: NPY1 pot ag, TRPN1 ag, PPC-1+TRAIL kill, NPY-Y1 antag, CHOP inh, 14-3-3 Bad PPI, TRPML3 agonist, EP2 modulator, PGE2 EP2 inh
# Entry for O=C(NCC(c1cccnc1)N1CCN(c2ccc(F)cc2)CC1)c1ccc(F)cc1 (configuration not stated) = 1, 0.5, 17, 8, 40, -9, 0.3, 7, -6
# Entry for O=C(NCc1ccccc1)c1ncn[nH]1 = -2, 1.3, -7, /, -5, 0, -0.2, 19&33, 8&5
# Entry for Cc1ccc(C(=O)N/C(=C/c2cccs2)C(=O)N2CCCCCC2)cc1 = -17, 1.0, 11, 3, 1, 3, 0.8, 9, 5

# (more compounds)
# Each structure is followed by: NPY1 pot ag	TRPN1 ag	PPC-1+TRAIL kill	NPY-Y1 antag	CHOP inh	14-3-3 Bad PPI	TRPML3 agonist	EP2 modulator	PGE2 EP2 inh
- CCn1c(SCC(=O)Nc2cc(NC(C)=O)ccc2OC)nnc1-c1ccccn1
  -2	-0.8	14	0	-12	6	0.4	-7	3
- O=C(COc1ccccc1)Nc1ccc(S(=O)(=O)NCc2ccco2)cc1
  3	-0.6	10	-5	36	-14	-0.2	-40&-89	1&10
- O=C(CSc1nc2ccccc2n1-c1ccccc1)Nc1ncc(Cl)cc1Cl
  -17	-1.8	0	4	49	3[fluorescence artefact?]	-1.3	33	11
- CCOc1cc(C(=O)Nc2cccc3ncccc23)cc(OCC)c1OCC
  12	-0.8	10	-3	25	-8[fluorescence artefact?]	-0.1	-8	6
- CCOC(=O)CSc1nc2cc(C(=O)NCC3CCCO3)ccc2c(=O)n1Cc1ccco1 (configuration not stated)
  -16	0.5	-13	-2	4	0	0.0	0	12
- CC(=O)Nc1c(C(=O)N2CCOCC2)cnn1-c1ccc(C)c(C)c1
  14	0.4	32	-5	-24	2	0.7	30	6
- Cc1ccc(C(=O)CC2SC(N)=NC2=O)cc1 (configuration not stated)
  -5	0.5	7	-1	11	0[fluorescence artefact?]	0.4	12	14
- COc1ccc2nc(Nc3nc4ccc(NC(C)=O)cc4s3)sc2c1
  4	0.2	28	-4	-58	46	0.4	-88	12
- CCC(=O)N1CCN(c2ccc(NC(=O)c3cc4ccccc4o3)cc2Cl)CC1
  -1	2.5	25	0	/	7	3.2	-40	/
- COc1ccc(NC(=O)c2cc3c(=O)n(C)c4ccccc4c3s2)cc1OC
  10	0.9	9	0	-5	6	-0.3	-24	9
- Cc1cccc(OC(=O)c2sc(Cl)nc2C)c1
  -8	1.3	6	8	35	-5	0.5	68*	13
- NC(=O)c1cc(NC(=O)CCCc2nc3ccccc3s2)cc(C(N)=O)c1
  7	0.8	7	/	5	-5	0.4	-7	2
- CCCCc1nc(Cl)c(C#N)c2c1CCCC2
  -6	0.2	-3	12	88*	-21[fluorescence artefact?]	0.4	42	5
- COc1ccc(N2CCN(CCNC(=O)CCS(=O)(=O)c3cccc4nsnc34)CC2)cc1
  1	-0.3	28	0	2	-10	-0.1	11	7
- C=CCNC(=S)NNC(=O)CCC(O)COCCC(C)C (configuration not stated)
  11	1.3	12	0	11	-5	-0.1	6	6

# Ordered by formula weight (descending): 4 of the compounds above
# Each structure is followed by: NPY1 pot ag	TRPN1 ag	PPC-1+TRAIL kill	NPY-Y1 antag	CHOP inh	14-3-3 Bad PPI	TRPML3 agonist	EP2 modulator	PGE2 EP2 inh
- COc1ccc(NC(=O)c2cc3c(=O)n(C)c4ccccc4c3s2)cc1OC
  10	0.9	9	0	-5	6	-0.3	-24	9
- NC(=O)c1cc(NC(=O)CCCc2nc3ccccc3s2)cc(C(N)=O)c1
  7	0.8	7	/	5	-5	0.4	-7	2
- C=CCNC(=S)NNC(=O)CCC(O)COCCC(C)C (configuration not stated)
  11	1.3	12	0	11	-5	-0.1	6	6
- CCCCc1nc(Cl)c(C#N)c2c1CCCC2
  -6	0.2	-3	12	88*	-21[fluorescence artefact?]	0.4	42	5
